# Ecoli tolC = E. coli tolC mutant growth inhibition | E. coli BW25113 tolC mutant growth, OD615 | growth inhibition, % at 10 µM (by protocol) | 65,000 tested, 2.2% active | AID 573;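 active = growth inhibition at or above a cutoff equal to the mean over every tested compound plus 3 SD, cut at about 60% in these data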;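 note: growth measured after 20 h incubation at 37 °C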
#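 Test system: E. coli BW25113 ΔtolC::kan bacteria | Medium: Kanamycin-containing LB broth (50 µg/mL) | Dosing: One dose of 10 µM final | Times: 20 h incubation with compound, 37 °C | Detection: Optical density read at 615 nm | Read-out basis: Percent growth inhibition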
# Ec RNAP inh = inhibitors of Escherichia coli RNA polymerase. E. coli RNA polymerase, fluorescence transcription assay. inhibition, %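 (tested at 10 µM)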. 62,000 tested, 0.2% active; in the data active = inhibition above about 20%;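 note: 0% = enzyme without compound and 100% = no enzyme blank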
# Fluor 339 460 = intrinsic fluorescence of library compounds, ex339/em460 – biochemical, MLSMR library, data from DPM-DC assay, artefact control, profiling panel | AID 709 | fluorescence fold increase at 10 µM | 65,000 tested, 5.5% active | compound autofluorescence, ex339/em460 nm, NADH buffer; stronger effect = higher value; 1 = no-compound wells, NADH background;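 active = at 10 µM, mean starting fluorescence two-fold or more over control wells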;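 note: signal is the first read of a kinetic run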
# RORA act = activates the human nuclear receptor RORA; 65,000 tested, 1.5% active; activation, % at 10 µM; AID 560; CHO-K1 Gal4-RORA LBD luciferase reporter, luminescence; percent increase over mock-subtracted basal signal;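 active = activation above the mean of all tested compounds plus 3 SD, cut at about 49% in these data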;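 note: 0% = DMSO-treated RORA cells and 100% = added signal equal to DMSO minus mock-transfected cells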
# M1 antag = antagonists of rat M1 muscarinic receptor; P08482; CHO-M1 cells, Fluo-4 calcium, ACh EC80 antagonist mode; stronger effect = lower value; B-score at 10 µM; 64,000 tested, 3.4% active;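 active = calcium fluorescence response, raw or row-and-column corrected B-score, differing from the plate sample mean either way at a set confidence level, mostly lower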
# M1 ag = M1 muscarinic receptor agonism; AID 626; B-score at 10 µM; CHO-M1 cells, Fluo-4 calcium fluorescence, agonist mode; stronger effect = higher value; 64,000 tested, 3% active;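 active = fluorescence rise, raw or as B-score row- and column-corrected plate score, outside the 99.7% band of its plate's samples, either direction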
# SF1 activator = activators of human nuclear receptor SF-1 | CHO-K1 Gal4-SF-1 LBD luciferase reporter; % increase over DMSO SF-1-specific signal | activation, % at 10 µM | 65,000 tested, 1.9% active;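 active = activation above the mean activation of all tested compounds plus 3 SD, cut at about 50% in these data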
# Target sequence (Q13285 whole entry, looked up, the tested form may be a part): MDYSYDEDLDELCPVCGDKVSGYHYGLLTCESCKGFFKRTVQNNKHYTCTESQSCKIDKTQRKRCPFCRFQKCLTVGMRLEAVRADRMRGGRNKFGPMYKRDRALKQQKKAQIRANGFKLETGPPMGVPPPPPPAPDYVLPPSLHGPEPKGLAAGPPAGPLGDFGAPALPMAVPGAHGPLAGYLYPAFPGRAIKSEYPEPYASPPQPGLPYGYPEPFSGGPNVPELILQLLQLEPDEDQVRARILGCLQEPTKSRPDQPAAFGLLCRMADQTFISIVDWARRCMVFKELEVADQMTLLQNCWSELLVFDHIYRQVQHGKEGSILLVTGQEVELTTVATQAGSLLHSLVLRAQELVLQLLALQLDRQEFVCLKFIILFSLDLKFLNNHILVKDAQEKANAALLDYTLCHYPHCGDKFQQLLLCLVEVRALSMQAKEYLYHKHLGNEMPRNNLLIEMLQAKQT
#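 Test system: transient Gal4-SF-1 LBD reporter, CHO-K1; Amount: 4,000 CHO-K1 cells per well; Doses: 10 µM only; Timing: compound exposure 20 h at 37 °C; Signal: luciferase light emission; Read-out basis: percent activation relative to DMSO median and mock-transfected background; Control set: DMSO negative control and −SF1 background wells; Replicates: one test per compound.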
# TNAP act mid DEA = human TNAP activation, intermediate phosphate acceptor | purified TNAP, CDP-star luminescence, 100 mM DEA, 30 min; stronger effect = higher value; scale: 0 levamisole-inhibited, 1 vehicle-only enzyme | activation factor at 20 µM | AID 813 | P05186 | 64,000 tested, under 10 active;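 active = activation factor of at least 2 at 20 µM, relative to controls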
# Target sequence (P05186 whole entry, looked up): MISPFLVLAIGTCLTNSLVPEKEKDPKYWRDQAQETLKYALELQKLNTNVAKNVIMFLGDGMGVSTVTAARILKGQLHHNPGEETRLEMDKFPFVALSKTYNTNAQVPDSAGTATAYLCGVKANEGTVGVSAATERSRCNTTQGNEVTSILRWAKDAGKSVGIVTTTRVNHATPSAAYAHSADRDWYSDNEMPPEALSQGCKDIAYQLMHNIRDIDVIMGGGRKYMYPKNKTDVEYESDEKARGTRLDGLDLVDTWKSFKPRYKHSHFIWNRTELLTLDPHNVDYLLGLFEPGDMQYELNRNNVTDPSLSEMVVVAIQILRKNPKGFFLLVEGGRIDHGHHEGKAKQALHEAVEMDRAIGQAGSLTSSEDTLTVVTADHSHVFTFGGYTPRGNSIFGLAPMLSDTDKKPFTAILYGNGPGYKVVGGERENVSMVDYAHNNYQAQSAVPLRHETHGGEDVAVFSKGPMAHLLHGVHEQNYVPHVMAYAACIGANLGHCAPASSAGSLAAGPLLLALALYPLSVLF
# NADH coupling = inhibition of NAD/NADH coupling enzymes, library profiling. AID 774. 65,000 tested, 0.02% active. coupled PK/LDH NADH assays, four targets. IC50, µM (series often up to 10 µM), for inactives: at the top dose inhibition;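 active = single-dose screening hits from any of four coupled enzyme assays that gave an IC50 when retested across doses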;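 note: the DPM-DC format reads NADH fluorescence rather than 340 nm absorbance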
# An asterisk follows results filed as active; . = not tested or not shown; [ ] = remark or other dose.
SMILES	Ecoli tolC	Ec RNAP inh	Fluor 339 460	RORA act	M1 antag	M1 ag	SF1 activator	TNAP act mid DEA	NADH coupling
Nc1cc(C(=O)O)ccc1Nc1ccccc1	5	6	1.8	22	-0.018	-0.64	20	0.9	10%
O=C(CN(Cc1ccc2c(c1)OCO2)C(=O)CNS(=O)(=O)c1ccccc1)NCC1CCCO1 (stereo not drawn)	18	9	1.1	13	-2.3	0.2	2	0.9	4%
Cc1cccc(Nc2n[nH]c(=S)s2)c1C	11	2	1.1	1	1.4	-0.93	9	0.9	29%
COc1cccc(N(CC(=O)N2CCN(C)CC2)S(=O)(=O)c2ccc(C)cc2)c1	-11	11	1.1	15	-1.7	-1.2	-12	0.9	9%
CN1/C(=C/C(=O)C2CCC2)Sc2ccccc21	1	.	0.98	37	-0.61	1.8	14	0.9	11%
COc1cc(Br)cc(-c2nc3c(c(=O)[nH]c(=O)n3Cc3ccccc3)n2C)c1O	19	2	1.1	10	0.12	-0.3	4	0.9	6%
c1ccc(NC(=NCc2ccco2)c2ccccc2)cc1	-12	10	1.1	-6	-1.4	-0.073	1	0.9	9%
Cc1ccc(CN(Cc2cccnc2)C(=O)CN2C(=O)COc3ccccc32)o1	8	5	1.1	-12	-0.98	0.71	-1	1	5%
CS(=O)(=O)NCc1ccc(C(=O)NCc2ccccc2)cc1	-9	6	1	-27	-0.44	-0.052	-18	0.8	3%
COc1ccccc1N1CCN(Cc2nc(N)nc(Nc3ccc(C)c(Cl)c3)n2)CC1	69*	-2	0.99	-28	0.25	3.3*	-19	0.9	3%
CCOC(=O)N1CCN(c2ccc(C(=O)CC)cc2F)CC1	-4	-2	1.1	16	0.016	-1.3	-8	0.9	7%
COc1ccc(CCC(=O)N2c3ccccc3CC2C)cc1 (stereo not drawn)	31	-4	1.2	12	.	.	8	1	2%
CC(C)C(C(=O)NC1CCCCC1)N(CC1CCCO1)C(=O)CNS(=O)(=O)c1ccc(F)cc1 (stereo not drawn)	1	1	1.1	16	-0.49	-0.48	0	1	4%
COc1ccc(-n2c3c(cc(C(=O)Nc4ccc5c(c4)C(=O)NC5=O)c2=O)C(=O)CCC3)cc1	-21	5	1.2	-8	0.055	1.2	-8	0.9	7%
Cc1cc(=O)[nH]c(SCCOc2ccc(OC(C)C)cc2)n1	33	.	1.1	-16	0.058	-1.2	9	1	3%
O=CNCC(=O)NCCc1ccc(Cl)cc1	-15	10	1	-2	0.042	-0.47	2	1	9%
O=C1OC2CC3CC1CC(O)(C3)C2 (stereo not drawn)	-27	3	1.2	-22	0.1	0.52	-6	0.9	3%
CCc1c(C)c(C#N)c2nc3ccccc3n2c1N(C)C	18	7	1.2	-18	2.3*	1.1	5	0.9	8%
COc1ccc(NC(=O)c2ccc(COc3ccccc3Br)o2)cc1OC	58	-1	1.2	28	-0.4	-0.15	9	1	2%
Cc1nc2cc(NCc3nc4ccccc4n3Cc3ccccc3)ccc2n1C	36	5	1.3	50*	-1.7	0.45	23	1	3%

# (more compounds)
SMILES	Ecoli tolC	Ec RNAP inh	Fluor 339 460	RORA act	M1 antag	M1 ag	SF1 activator	TNAP act mid DEA	NADH coupling
O=C(O)c1ccc(S(=O)(=O)c2ccc3c(c2)C(=O)N(Cc2ccco2)C3=O)cc1	-8	11	1	-14	1.3	-0.5	11	1	7%
Cc1cc(CCN2CCC(=O)NC2=O)ccc1OC(C)C	-12	14	1.1	-4	0.2	-0.11	-10	1	9%
CCn1c(=O)c2cc(S(=O)(=O)NCc3ccccc3)ccc2n(CC)c1=O	-12	-11	1.1	16	-0.15	-0.94	1	0.9	4%
COc1ccc(NC(=O)N2CCC(c3ccccc3)C2)c(OC)c1 (stereo not drawn)	5	2	1.1	0	-1.4	0.75	-33	0.9	2%
O=C(c1cc(-c2ccc(Cl)c(Cl)c2)on1)N1CCN(c2ccccc2)CC1	-20	1	1.1	-16	-0.49	-0.14	11	1	4%
CCOC(=O)c1c(C)c(-c2ccccc2)n(CC(=O)N2CCCC2)c1C	7	1	1.3	-11	-0.33	-0.51	-10	1	5%
COC(=O)CSC1=C(C#N)C(c2ccccc2OC)C(C(=O)OC)C(=O)N1 (stereo not drawn)	-2	5	1.1	-17	0.098	-0.06	12	0.9	0%
Cc1cc(NC(=O)c2ccco2)ncc1NC(=O)CCc1ccccc1	3	-3	1.1	12	0.49	0.29	27	0.9	7%
COC(=O)c1cccc(NC(=O)CSc2nc(=O)cc(N)n2-c2ccccc2)c1	0	6	1.1	-3	0.038	0.72	4	1	6%
O=C(CSc1nc2cc(Cl)ccc2s1)N1CCN(C(=O)c2ccco2)CC1	23	12	1	-29	-0.45	-0.8	1	0.8	4%
CN1CC=C2C(C#N)=C(N)C(C#N)(C#N)C(c3cccc(Cl)c3Cl)C2C1 (stereo not drawn)	16	3	1.6	-12	0.68	64*	-10	0.9	4%
O=C(Nc1nnc(SCc2ccccc2)s1)c1cccs1	-3	10	1.1	34	-1	-1.2	47	1	6%
COc1ccccc1N1CCN(C(=O)c2cc(C3CC3)on2)CC1	2	8	1	15	0.066	-0.22	-21	0.9	1%
COC(=O)c1cc(Nc2ncnc3c2cnn3-c2ccccc2)cc(C(=O)OC)c1	0	9	1.4	14	0.19	0.066	-11	0.9	2%
COc1cccc(-c2cc(C(=O)Nc3ccccc3SC)no2)c1	-15	10	1.4	66*	0.52	1	47	1	5%
O=C(NCC1CCCO1)c1c(O)c2c([nH]c1=O)CCCC2 (stereo not drawn)	-4	16	1.1	21	-3.6*	0.28	34	1	6%
Cc1ccc(C)n1-n1cnc2sc(-c3ccccc3)cc2c1=O	88*	2	1.1	-16	-1.8	-0.6	-8	0.9	3%
COc1cc(NC(=O)c2ccco2)c(OC)cc1NC(=O)CSc1ncc(-c2ccc(F)cc2)[nH]1	-12	12	1.2	-8	1.5	0.19	-21	0.9	2%
O=C(Nc1cccc(F)c1)C1CC(=O)N(c2ccc(Cl)cc2)C1 (stereo not drawn)	8	-3	0.93	.	.	.	.	0.9	3%
CC(C)Cc1ccc(C(C)C(=O)N2CCOCC2)cc1 (stereo not drawn)	9	4	1.1	-9	-0.34	-0.12	8	1	7%

# Other results:
SMILES	Ecoli tolC	Ec RNAP inh	Fluor 339 460	RORA act	M1 antag	M1 ag	SF1 activator	TNAP act mid DEA	NADH coupling
Cc1cc(C)nc(N(C#N)CN2C(=O)c3ccccc3S2(=O)=O)n1	-18	1	1.1	-21	-0.2	0.054	-1	0.9	5%
COc1ccc(C(c2nnnn2C2CCCC2)N2CCC(C(N)=O)CC2)c(OC)c1 (stereo not drawn)	-3	9	1.1	-12	0.59	0.44	10	1	10%
O=c1c2ccccc2c(C=NCCO)c(O)n1-c1ccccc1	-15	.	1.2	-1	0.49	0.015	10	0.9	0%
CCC1CCCCN1C(=O)Cn1c(=O)n(CCC(=O)NCc2ccco2)c(=O)c2sccc21 (stereo not drawn)	-16	0	1.1	2	1.8	-0.029	-6	0.9	5%
Cc1cc(C(=O)Nc2c(C)n(C)n(-c3ccccc3)c2=O)c(C)o1	-8	12	1	-7	0.34	0.17	3	1	3%
O=C(NC1CCCCC1)N1CCCCCC1	-7	-1	1.1	-12	-0.12	0.24	-8	0.9	1%
CCOCC(=O)NCc1ccc2c(c1)OCO2	-21	1	1.1	-4	0.92	1.7	-3	0.9	2%
CCN1CCN(c2nc3ccccc3nc2C(C#N)C(=O)OC2CCCCC2)CC1 (stereo not drawn)	42	-8	1.4	13	-0.87	1.1	5	0.9	5%
O=C(Cn1nc(Cc2ccncc2)c2ccccc2c1=O)N1CCN(C(=O)c2ccco2)CC1	-18	8	1.1	14	0.33	-0.99	15	0.8	3%
CCCC(c1nnnn1CC1CCCO1)N1CCN(c2cc(Cl)ccc2C)CC1 (stereo not drawn)	38	10	1.1	0	-0.69	0.2	-7	0.9	8%
O=C(O)CCN1C(=O)NC2(CCCC2)C1=O	-13	0	1.1	3	1.4	-0.78	2	1	6%
COc1ccc(C(=O)Nc2cccc3c2C(=O)NC3=O)cc1S(=O)(=O)N1CCOCC1	-17	4	1.5	-3	-0.25	-1.9	4	0.9	14%
CNc1oc(-c2cccc3ccccc23)nc1C#N	17	2	3.7*	4	0.35	-0.054	-5	0.9	7%[fluoresces]
COc1ccc(-c2c(C#N)c(N)nc3c2CCCC3)cc1OC	2	0	1.7	-8	0.085	-0.066	10	0.9	10%
Cc1ccc(CNc2ccc3c(c2)OCO3)c(C)c1	22	4	1.2	6	1	2.2	-5	0.9	0%
COC(=O)c1ccc(CC(=O)c2c(C)cc(O)cc2O)o1	-18	6	1	-9	-0.33	-0.016	-6	0.9	8%
CC(=O)N1CCc2cc(S(=O)(=O)NCCC(=O)Nc3cc(C)cc(C)c3)ccc21	-15	9	1	-11	-1.7	-1.1	0	0.8	2%
Cn1c(Cn2c(=O)sc3ccccc32)nnc1SCC(=O)N1CCCC1	-7	4	1	6	-0.48	-0.2	-8	0.9	3%
O=C1OCc2cc(NC(=O)C3CCCCC3)ccc21	41	0	1.1	18	0.055	0.48	-3	0.9	6%
Cc1nc2ncnn2c(N2CCN(c3cccc(C(F)(F)F)c3)CC2)c1C	42	3	1.1	-12	-2.6	-2.1	-20	0.9	6%
Cc1ccc(-c2cc(C(=O)Nc3cc(C)on3)c3ccccc3n2)c(C)c1	46	4	1.2	5	0.26	-0.31	-20	0.9	1%

# Of the compounds above, these have an aryl thioether with sulfur outside any ring:
SMILES	Ecoli tolC	Ec RNAP inh	Fluor 339 460	RORA act	M1 antag	M1 ag	SF1 activator	TNAP act mid DEA	NADH coupling
Cc1cc(=O)[nH]c(SCCOc2ccc(OC(C)C)cc2)n1	33	.	1.1	-16	0.058	-1.2	9	1	3%
COC(=O)c1cccc(NC(=O)CSc2nc(=O)cc(N)n2-c2ccccc2)c1	0	6	1.1	-3	0.038	0.72	4	1	6%
O=C(CSc1nc2cc(Cl)ccc2s1)N1CCN(C(=O)c2ccco2)CC1	23	12	1	-29	-0.45	-0.8	1	0.8	4%
O=C(Nc1nnc(SCc2ccccc2)s1)c1cccs1	-3	10	1.1	34	-1	-1.2	47	1	6%
COc1cccc(-c2cc(C(=O)Nc3ccccc3SC)no2)c1	-15	10	1.4	66*	0.52	1	47	1	5%
COc1cc(NC(=O)c2ccco2)c(OC)cc1NC(=O)CSc1ncc(-c2ccc(F)cc2)[nH]1	-12	12	1.2	-8	1.5	0.19	-21	0.9	2%
Cn1c(Cn2c(=O)sc3ccccc32)nnc1SCC(=O)N1CCCC1	-7	4	1	6	-0.48	-0.2	-8	0.9	3%

# Already shown: an excerpt of the list.
SMILES	Ecoli tolC	Ec RNAP inh	Fluor 339 460	RORA act	M1 antag	M1 ag	SF1 activator	TNAP act mid DEA	NADH coupling
Cc1nc2ncnn2c(N2CCN(c3cccc(C(F)(F)F)c3)CC2)c1C	42	3	1.1	-12	-2.6	-2.1	-20	0.9	6%
Cc1ccc(-c2cc(C(=O)Nc3cc(C)on3)c3ccccc3n2)c(C)c1	46	4	1.2	5	0.26	-0.31	-20	0.9	1%

# Source: PubChem

# This is a random part of the collection. About 15% of those tested had a hit in this group.
